# APJ ag: activates the human apelin receptor APJ; P35414; CHO-K1 APJ PathHunter beta-arrestin, luminescence; 0% DMSO wells, 100% apelin; activation, % at 20 µM; 330,000 compounds, 0.11% hits;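 active = activation more than six SD over the plate average, tested at 20 µM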;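 note: 0% = DMSO alone and 100% = apelin-13 at 10 nM; some results filed as inactive read as strong as hits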
#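 Material: CHO-K1 APJ beta-arrestin complementation cell line; Input: cell density 1000 per well; Incubation: compound stimulation 90 min at 25 °C, detection 60 min; Signal: luminescence from split beta-galactosidase complementation, Galacton Star/Emerald II substrate; Controls: DMSO-only wells as negative, 10 nM Apelin-13 as positive control.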
# UBC13 inh: blocks human UBC13 polyubiquitin chain formation; TR-FRET; inhibition, % at 20 µM; 330,000 compounds, 0.47% hits; in the data active = inhibition above about 45%, passing the limit was not always enough
# Target sequence (P61088 whole entry, looked up): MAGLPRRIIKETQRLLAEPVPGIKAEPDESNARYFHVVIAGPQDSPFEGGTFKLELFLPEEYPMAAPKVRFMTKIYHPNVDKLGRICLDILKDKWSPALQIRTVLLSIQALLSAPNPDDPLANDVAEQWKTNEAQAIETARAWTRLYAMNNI
# CXCR6 block: CXCR6 (human) receptor inhibition; O00574; CHO-K1 PathHunter CXCR6 beta-arrestin, luminescence; inhibition, % at 20 µM; 360,000 compounds, 0.36% hits; in the data active = inhibition above about 34%, passing the limit was not always enough;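 note: antagonist mode with CXCL16 agonist at 10 nM final; 0% = 10 nM CXCL16 with DMSO and 100% = unstimulated wells without agonist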
# Target sequence (O00574 whole entry, looked up): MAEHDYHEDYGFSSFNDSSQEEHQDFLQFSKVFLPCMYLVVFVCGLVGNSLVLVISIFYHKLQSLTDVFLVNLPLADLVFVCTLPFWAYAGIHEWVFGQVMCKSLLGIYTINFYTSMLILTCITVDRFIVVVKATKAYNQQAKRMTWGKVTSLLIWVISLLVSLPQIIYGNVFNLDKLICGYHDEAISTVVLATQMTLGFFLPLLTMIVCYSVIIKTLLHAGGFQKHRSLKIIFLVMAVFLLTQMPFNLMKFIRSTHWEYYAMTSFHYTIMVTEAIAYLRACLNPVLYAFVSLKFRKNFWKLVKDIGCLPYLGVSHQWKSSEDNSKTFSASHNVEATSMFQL
# CCR6 antag: blocks CCL20-driven beta-arrestin recruitment at human CCR6 | AID 493098 | inhibition, % at 20 µM | 340,000 compounds, 0.49% hits | CHO-K1 CCR6 PathHunter beta-arrestin, luminescence, CCL20-stimulated | P51684;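 active = compounds whose inhibition of the agonist-driven luminescence signal at 20 µM reaches about 50%, limit read from the data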;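 note: cells stimulated with CCL20 at 14 nM final; plate controls were DMSO with CCL20 for no effect and DMSO without agonist for full effect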
# APJ antag: APJ receptor antagonism | inhibition, % at 20 µM | AID 2521 | CHO-K1 APJ beta-arrestin complementation, luminescence | 330,000 compounds, 0.32% hits | P35414;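 active = inhibition above about 40% at 20 µM, limit read from the data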;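 note: cells challenged with 10 nM apelin-13 agonist together with compound; plate controls were apelin-13 plus DMSO wells for no effect and DMSO wells lacking apelin-13 for full effect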
# Gli-Sufu antag: antagonists of Gli-Sufu signaling | Sufu-KO-LIGHT fibroblasts, Gli luciferase reporter luminescence | inhibition, % at 5 µM | 340,000 compounds, 0.74% hits;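 active = inhibition above about 55%, limit read from the data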;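 note: 0% = DMSO-treated cells and 100% = wells with medium but no cells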
# EBI2 block: antagonists of human EBI2 receptor. P32249. EBI2 beta-arrestin recruitment, luminescence, 7a,25-OHC stimulated. 360,000 compounds, 0.81% hits. inhibition, % at 5 µM; in the data active = inhibition above about 38%;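 note: enzyme fragment complementation signal reports receptor beta-arrestin coupling in cells; 0% = agonist plus DMSO wells and 100% = wells without agonist; some results beyond the cut were filed as inactive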
# Target sequence (P32249 whole entry, looked up, the tested form may be a part): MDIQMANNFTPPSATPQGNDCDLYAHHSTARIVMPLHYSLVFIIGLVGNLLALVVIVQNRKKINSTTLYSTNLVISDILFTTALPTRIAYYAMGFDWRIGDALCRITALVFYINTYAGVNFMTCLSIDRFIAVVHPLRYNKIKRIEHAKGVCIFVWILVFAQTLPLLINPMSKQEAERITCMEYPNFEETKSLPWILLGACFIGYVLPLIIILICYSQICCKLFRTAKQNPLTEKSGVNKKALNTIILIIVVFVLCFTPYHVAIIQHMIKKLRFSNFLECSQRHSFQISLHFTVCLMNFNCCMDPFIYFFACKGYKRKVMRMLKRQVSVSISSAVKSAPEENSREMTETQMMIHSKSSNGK
# ATG4B inhibitor: ATG4B (human) cysteine protease inhibition | Q9Y4P1 | ATG4B cleavage of LC3-PLA2, NBD-HPC fluorescence, 1 h | inhibition, % at 8.33 µM | 340,000 compounds, 0.51% hits; in the data active = inhibition above about 40%
# * hit, by the source's call; nt = not tested or not shown.
SMILES,APJ ag,UBC13 inh,CXCR6 block,CCR6 antag,APJ antag,Gli-Sufu antag,EBI2 block,ATG4B inhibitor
CC(C)NC(C)C(=O)C12CC3CC(CC(C3)C1)C2 (centres undefined),-3,2,1,-8,14,-5,-1,9
CN(C)C(=O)Oc1ccnc2cc(Cl)ccc12,-3,-4,2,0,-18,8,-7,-5
CCOC(=O)c1cnc(N2CC2)nc1N,nt,nt,4,9,nt,18,1,-6
CN(C)C(=O)Oc1cccc(-c2cn3cc(Cl)ccc3n2)c1,-2,9,-3,7,-11,-59,-14,10
O=C(OCC(=O)c1ccc([N+](=O)[O-])cc1)/C(=C\c1ccc(Cl)cc1)NC(=O)c1ccccc1,-1,-13,-5,-4,-12,-1,7,-1
O=c1[nH]c(O)c(C=Nc2cc(F)cc(F)c2)c(=O)[nH]1,-1,-3,1,6,1,27,-4,0
CCCOC(=O)COc1cc(C)cc2oc(=O)c3c(c12)CCC3,0,10,1,11,18,11,2,4
FC(F)(F)c1ccccc1CN1CCN(Cc2ccccc2)CC1,-3,-4,-2,5,2,6,-5,3
O=c1[nH]c(=S)n(-c2cccc(Cl)c2)c(O)c1C=NCCN1CCNCC1,-3,9,3,15,15,8,-1,-1
Cn1c(O)c(C(=N)COc2ccccc2)c(=O)n(C)c1=O,-5,6,6,-1,5,-5,-14,8
Cc1ccc(NC2=NCCCS2)cc1Cl,-2,5,-5,11,9,4,-12,2
O=C(C[N+]12CCC(CC1)C(CO)C2)c1ccc(Br)cc1 (centres undefined),-3,2,-1,-4,-19,24,-3,21

# Looked up by structure from above:
SMILES,APJ ag,UBC13 inh,CXCR6 block,CCR6 antag,APJ antag,Gli-Sufu antag,EBI2 block,ATG4B inhibitor
CC(C)NC(C)C(=O)C12CC3CC(CC(C3)C1)C2 (centres undefined),-3,2,1,-8,14,-5,-1,9
Cn1c(O)c(C(=N)COc2ccccc2)c(=O)n(C)c1=O,-5,6,6,-1,5,-5,-14,8

# Remaining list, next part
SMILES,APJ ag,UBC13 inh,CXCR6 block,CCR6 antag,APJ antag,Gli-Sufu antag,EBI2 block,ATG4B inhibitor
CC12CN3C(O)C(C)(C1)CC(C)(C2)C3O (centres undefined),2,-15,-9,5,4,3,-7,3
O=C(NC1CCCCC1)[C@@H]1CC=C[C@@H]2CCN(Cc3ccccc3)C(=O)[C@@H]21,-2,4,1,7,13,36,-10,0
COC(=O)C(O)(c1ccc(N=Cc2ccccc2O)c(C)c1)C(F)(F)F (centres undefined),-1,-4,0,9,4,7,-7,12
COc1cc(Br)c(CNCCc2ccc3c(c2)OCO3)cc1OC,-6,9,-7,11,6,21,-2,-8
CC12CN3CC(C)(CN(C1)C3c1cccs1)C2 (centres undefined),-4,-4,-8,4,8,-6,-25,0
Cc1cc(OCCCC(=O)NCc2cccs2)ccc1Cl,-2,3,5,13,8,-2,10,-3
O=[N+]([O-])O[C@H]1CO[C@H]2[C@@H]1OC[C@H]2O[N+](=O)[O-],-4,11,11,1,15,-3,6,10
O=[N+]([O-])c1ccc(N2CCCCCC2)c2ncccc12,0,-87,2,28,13,2,7,-2
C=CCOC(=O)COc1cc(C)cc2oc(=O)c3c(c12)CCC3,-4,24,11,15,10,-2,5,6
COc1ccc(CN2CCN(C(=O)COc3ccc4ccccc4c3)CC2)c(OC)c1,-4,2,-6,13,5,49,78*,-9
O=C1NC(=S)NC(=O)C1=Cc1ccc(OCC(=O)N2CCCC2)cc1,-5,0,-16,-8,11,-8,-7,2
O=c1[nH]c(O)c(C=NC2CCCCC2)c(=O)[nH]1,-3,6,-12,-10,16,0,-9,3

# As a short view, part of the list above.
SMILES,APJ ag,UBC13 inh,CXCR6 block,CCR6 antag,APJ antag,Gli-Sufu antag,EBI2 block,ATG4B inhibitor
FC(F)(F)c1ccccc1CN1CCN(Cc2ccccc2)CC1,-3,-4,-2,5,2,6,-5,3
O=c1[nH]c(=S)n(-c2cccc(Cl)c2)c(O)c1C=NCCN1CCNCC1,-3,9,3,15,15,8,-1,-1
Cn1c(O)c(C(=N)COc2ccccc2)c(=O)n(C)c1=O,-5,6,6,-1,5,-5,-14,8
Cc1ccc(NC2=NCCCS2)cc1Cl,-2,5,-5,11,9,4,-12,2
O=C(C[N+]12CCC(CC1)C(CO)C2)c1ccc(Br)cc1 (centres undefined),-3,2,-1,-4,-19,24,-3,21
CC12CN3C(O)C(C)(C1)CC(C)(C2)C3O (centres undefined),2,-15,-9,5,4,3,-7,3
O=C(NC1CCCCC1)[C@@H]1CC=C[C@@H]2CCN(Cc3ccccc3)C(=O)[C@@H]21,-2,4,1,7,13,36,-10,0
COC(=O)C(O)(c1ccc(N=Cc2ccccc2O)c(C)c1)C(F)(F)F (centres undefined),-1,-4,0,9,4,7,-7,12
COc1cc(Br)c(CNCCc2ccc3c(c2)OCO3)cc1OC,-6,9,-7,11,6,21,-2,-8
CC12CN3CC(C)(CN(C1)C3c1cccs1)C2 (centres undefined),-4,-4,-8,4,8,-6,-25,0
Cc1cc(OCCCC(=O)NCc2cccs2)ccc1Cl,-2,3,5,13,8,-2,10,-3
O=[N+]([O-])O[C@H]1CO[C@H]2[C@@H]1OC[C@H]2O[N+](=O)[O-],-4,11,11,1,15,-3,6,10
O=[N+]([O-])c1ccc(N2CCCCCC2)c2ncccc12,0,-87,2,28,13,2,7,-2
C=CCOC(=O)COc1cc(C)cc2oc(=O)c3c(c12)CCC3,-4,24,11,15,10,-2,5,6
COc1ccc(CN2CCN(C(=O)COc3ccc4ccccc4c3)CC2)c(OC)c1,-4,2,-6,13,5,49,78*,-9
O=C1NC(=S)NC(=O)C1=Cc1ccc(OCC(=O)N2CCCC2)cc1,-5,0,-16,-8,11,-8,-7,2
O=c1[nH]c(O)c(C=NC2CCCCC2)c(=O)[nH]1,-3,6,-12,-10,16,0,-9,3

# New compounds follow
SMILES,APJ ag,UBC13 inh,CXCR6 block,CCR6 antag,APJ antag,Gli-Sufu antag,EBI2 block,ATG4B inhibitor
CC1Oc2cc3c(-c4c(O)cc(O)c5c(O)c6c(cc45)OC(C)C(C)C6=O)c(O)cc(O)c3c(O)c2C(=O)C1C (centres undefined),0,-61,6,36,-143,68*,-27,26
Cn1cnc([N+](=O)[O-])c1Sc1ccc([N+](=O)[O-])cc1,-1,-2,-4,-8,-23,10,-17,4
CCN1CCN(Cc2cc(Br)ccc2O)CC1,-1,-5,2,-13,2,7,-12,-9
CSC(=Nc1ccccc1)c1c(O)n(C)c(=O)n(C)c1=O,-5,-2,-4,-1,19,2,-1,4
Cn1c(O)c(C=NCCOc2ccc(Cl)cc2)c(=O)n(C)c1=O,-2,0,-1,9,0,0,4,-14
O=C(Nc1ccc(Cl)cc1)O/N=C(\c1ccccc1)c1ccccn1,2,0,-13,4,10,-11,-13,-4
CC(=O)OC1C(O)C(C)OC(OC2C(OC(=O)C3CCC4C(C3)OC3(CC(OC(=O)/C=C/c5ccccc5)C(C)CO3)C43CO3)OC(C)C(O)C2OC(C)=O)C1O (centres undefined),nt,nt,2,7,nt,90*,10,-2
O=C(C1CC(c2ccc(F)cc2)=NO1)N1CCC2(CC1)OCCO2 (centres undefined),-2,10,-10,10,-13,-64,-6,-9
S=P(Nn1cnnc1)(c1ccc(Br)cc1)c1ccc(Br)cc1,1,-8,-5,-5,6,7,-7,-13
C#CCN1CCN(c2ccc(F)cc2)CC1,0,-6,-1,-11,-22,-12,-2,-31
C[C@]12C=CC(=O)C=C1C=C[C@@H]1C2CC[C@]2(C)C(=O)CCC12 (some centres undefined),3,2,10,0,11,6,-8,2
O=c1c2ccccc2nc(CN2CCOCC2)n1-c1ccccc1F,-4,5,14,-6,7,3,2,-9
Cc1cccc(CCNCc2cc3cccc(C)c3[nH]c2=O)c1,-2,-1,-4,18,7,31,-2,-1
Cc1cc(N)n(C2CCN(C)CC2)n1,8,-18,0,16,2,0,-3,-3
O=C(Cn1ncc2c3ccccc3n(Cc3cccc(Cl)c3)c2c1=O)N1CCC2(CC1)OCCO2,1,-3,2,2,23,7,6,-15
C/C(=N/OC(=O)N(C)C)c1ncc(C(F)(F)F)cc1N1CCOCC1,-2,-6,-3,-7,-1,-3,-17,-6
Cc1cccnc1-n1c(-c2ccco2)nc2ccccc2c1=O,1,-12,1,9,8,0,3,12
COC(=O)C1=C(c2cc3ccccc3o2)C[C@@H]2CC[C@H]1N2C,-4,-6,-2,3,0,6,-14,-11
Cc1ccc2c(c1)=C/C(=C\c1c(O)[nH]c(=O)[nH]c1=O)C(=O)N=2,-6,-27,2,-1,20,-2,-9,-6
CC(C)Cc1[nH]c(=O)c(C#N)c2c1CCC2,3,2,0,4,9,-2,4,-5
C/C(=N\NC(=O)c1ccccc1)c1c(O)n(C2CCCCC2)c(=O)[nH]c1=O,1,-4,17,19,-23,-2,-3,-4
O=c1[nH]c(O)c(C=Nc2ccc(Cl)c(C(F)(F)F)c2)c(=O)[nH]1,0,-10,-5,-6,-2,-10,-9,4
CCOC(=O)C1(c2ccccc2)Oc2ccccc2C(c2ccc(OC)cc2)=C1C(=O)OC (centres undefined),nt,nt,14,23,nt,-5,12,-4
COc1cccc(CNC(=O)CCC(=O)N2C[C@H]3C[C@H](C2)c2cccc(=O)n2C3)c1OC,0,-10,2,-5,0,3,-3,-20
COC(=O)C1=C(c2ccc(F)cc2OCc2ccccc2)C[C@@H]2CC[C@H]1N2C(=O)NCCCc1ccccc1,0,-2,16,5,-8,17,21,2
COC(=O)CC1(CC(=O)OC)C(=O)N(c2ccccc2)C(=O)N(c2ccccc2)C1=O,-5,4,7,4,-1,4,-13,-1
Oc1ccc(C[C@H]2NCCc3cc(O)c(O)cc32)cc1O,-1,22,-8,6,-3,2,3,2
COc1ccc2c(C)c(CC(=O)N3C[C@H]4C[C@@H](C3)c3cccc(=O)n3C4)c(=O)oc2c1C,-3,13,3,6,5,-4,3,-14
Cc1c(C)c2ccc(OCC(=O)N3C[C@H]4C[C@@H](C3)c3cccc(=O)n3C4)cc2oc1=O,8,12,4,2,-28,2,4,0
O=C(COc1ccccc1)NCCc1cnc[nH]1,-3,0,-18,4,-1,-2,-4,-5
O=c1[nH]c(=O)n(C2CCCCC2)c(O)c1/C=C/C=Nc1ccccc1,-2,3,10,25,1,-7,15,-3
COCCOC(=O)c1c(N)n(Cc2ccc(OC)cc2)c2nc3ccccc3nc12,-13,-10,14,36,36,2,28,-17
CCOP(=O)(Cc1cc(C#N)oc1C)OCC,0,-5,0,-12,2,-6,-4,5
Cc1ccccc1NC(=O)NCCN1CC1,-5,16,-4,1,17,-2,1,-1
O=C(c1ccc2c(c1)N(Cc1ccccc1)CCS2)N1CCC2(CC1)OCCO2,-1,20,-11,17,34,15,8,-1
CN(C)c1ccc(-[n+]2c(-c3ccccc3)cc(-c3ccccc3)cc2-c2ccccc2)cc1,-3,12,-2,18,4,90*,-2,29
Cc1ccc(N(C)C(=O)Oc2cccc3ccc(C)nc23)cc1,-1,8,9,-3,12,5,-3,8
Cc1cccc(C)c1NC(=O)CN(C)CC(=O)Nc1ccc(C#N)c(Cl)c1,2,-3,-13,-9,-7,48,7,-1
Clc1ccc(N2CCNCC2)nn1,-2,-12,6,-7,-15,-2,8,-1
O=C(C(=O)N1CCC2(CC1)OCCO2)c1c[nH]c2ccccc12,-2,4,-4,15,8,-8,0,4

# Some of the compounds tested; count on the stated rates, not on these rows.
